# Assay outcomes (PubChem BioAssay)
# core dimer inh: blocks dimerization of HCV core protein. inhibition, % at 5 µM. 300,000 tested, 0.33% active. TR-FRET GST/Flag-core106 dimerization, 1536-well;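 active = inhibition above the mean of all tested compounds plus 3 SD, set per screening campaign, cut at about 45% in these data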
#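 System: GST/Flag-tagged HCV core106 proteins. Incubation: compound-protein-antibody incubation 4 h at 22.5 °C. Technique: HTRF with 340 nm excitation, 617/671 nm emission. Medium: KF-containing HEPES buffer, pH 7.45, DTT, CHAPS, BSA. Read-out: inhibition (%) from 671 over 617 nm ratio. Also added: Eu(K)-anti-GST 90 ng/mL plus XL665-anti-Flag 1 µg/mL.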
# PP5 inh: blocks human protein phosphatase 5 activity; P53041; purified PP5c, OMFP substrate fluorescence; inhibition, % at 6.7 µM; 320,000 tested, 0.18% active;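 active = inhibition above the campaign's mean inhibition across all tested compounds plus 3 SD, cut at about 9.5% in these data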;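 also: 0% = DMSO only and 100% = 100 µM cantharidin control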
# PREPL inhibitor: inhibitors of human prolyl oligopeptidase-like enzyme PREPL; AID 2751; 320,000 tested, 0.68% active; recombinant PREPL, fluorescence polarization activity-based probe; inhibition, % at 5.96 µM; in the data active = inhibition above about 43%;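 also: 0% = enzyme with DMSO and 100% = wells lacking enzyme; many of its hits are not listed in these tables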
# TPT1 inh: C. albicans TPT1 enzyme inhibition; recombinant caTPT1, FP RNA substrate dephosphorylation; inhibition, % at 5 µM; 300,000 tested, 0.81% active;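 active = inhibition above the mean of all tested compounds plus 3 SD, set per screening campaign, cut at about 24% in these data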;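 also: plate controls were DMSO alone for no effect and ferristatin control at 100 nM for full effect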
# LYPLA2 inh: blocks human lysophospholipase 2, a PME1 counter-screen; O95372; recombinant LYPLA2, FP-Rh probe fluorescence polarization; inhibition, % at 5.9 µM; 320,000 tested, 0.38% active;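 active = inhibition above the screen-wide mean plus 3 SD, limit set per campaign, cut at about 26% in these data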;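 also: 0% = LYPLA2 with DMSO and 100% = wells lacking LYPLA2 enzyme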
# Target sequence (O95372 whole entry, looked up): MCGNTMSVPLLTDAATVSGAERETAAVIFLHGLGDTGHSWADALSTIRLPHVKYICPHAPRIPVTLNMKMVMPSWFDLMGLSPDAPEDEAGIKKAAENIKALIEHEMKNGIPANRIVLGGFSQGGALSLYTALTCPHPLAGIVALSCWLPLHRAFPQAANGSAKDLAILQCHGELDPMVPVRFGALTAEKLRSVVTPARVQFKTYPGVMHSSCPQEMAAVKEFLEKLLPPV
# Fh CTSL1 inh: counter-screen for PFM18AAP inhibitors: inhibitors of F. hepatica cathepsin L1. recombinant F. hepatica cathepsin L1, Z-Leu-Arg-MCA fluorescence. inhibition, % at 5.96 µM. 300,000 tested, 0.49% active;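 active = inhibition above the mean of all tested compounds plus 3 SD, set per screening campaign, cut at about 17% in these data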;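 also: 0% = plate median of test compound wells and 100% = 1 µM Z-Phe-Ala-diazomethylketone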
# Efflux pump inh: antifungal efflux pump inhibition, Nile Red retention; inhibition, % at 10 µM; S. cerevisiae Candida pump triplex; AID 485275; 330,000 tested, 0.44% active;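 active = plate passing quality check with inhibition over a set limit, or well fluorescence over plate mean plus 4 SD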;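 also: Nile Red retained in pooled yeast measured as flow cytometry median fluorescence; 0% = buffer negative control and 100% = Enniatin B positive control; higher means more Nile Red kept so more efflux inhibition; some compounds called inactive have numbers as strong as hits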
# JMJD2C inh: blocks human GASC-1 demethylase activity | AID 2099 | 330,000 tested, 0.069% active | Q9H3R0 | inhibition, % at 2.35 µM | GST-JMJD2C(1-420) H3K9me3 demethylation, DELFIA europium;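 active = more than half of a compound's replicate wells show inhibition beyond 50%, single wells judged on their own value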;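 also: signal counts dimethyl H3K9 product captured on neutravidin plate; 0% = median of DMSO wells and 100% = 0.3 times that DMSO median; strong numbers were not always called active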
# Target sequence (Q9H3R0 1-420 limits assumed): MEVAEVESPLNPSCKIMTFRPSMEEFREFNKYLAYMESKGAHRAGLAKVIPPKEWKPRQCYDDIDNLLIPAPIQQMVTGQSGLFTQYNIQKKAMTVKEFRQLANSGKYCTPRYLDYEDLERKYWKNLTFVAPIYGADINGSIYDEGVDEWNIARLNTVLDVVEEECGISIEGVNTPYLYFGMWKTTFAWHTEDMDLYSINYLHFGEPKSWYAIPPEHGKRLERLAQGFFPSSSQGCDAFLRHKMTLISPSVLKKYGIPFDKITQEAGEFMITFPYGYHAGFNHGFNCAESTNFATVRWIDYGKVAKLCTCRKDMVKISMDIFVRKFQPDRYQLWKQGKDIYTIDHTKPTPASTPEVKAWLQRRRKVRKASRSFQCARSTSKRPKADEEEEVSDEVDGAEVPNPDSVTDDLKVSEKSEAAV
# PP1 inh: blocks human PP1-alpha phosphatase, a PP5 counter-screen; purified PP1alpha, OMFP fluorescence; inhibition, % at 6.7 µM; 320,000 tested, 0.9% active;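 active = inhibition above the mean inhibition of all tested compounds plus 3 SD, computed separately for each screening campaign, cut at about 15% in these data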
# Target sequence (P62136 whole entry, looked up): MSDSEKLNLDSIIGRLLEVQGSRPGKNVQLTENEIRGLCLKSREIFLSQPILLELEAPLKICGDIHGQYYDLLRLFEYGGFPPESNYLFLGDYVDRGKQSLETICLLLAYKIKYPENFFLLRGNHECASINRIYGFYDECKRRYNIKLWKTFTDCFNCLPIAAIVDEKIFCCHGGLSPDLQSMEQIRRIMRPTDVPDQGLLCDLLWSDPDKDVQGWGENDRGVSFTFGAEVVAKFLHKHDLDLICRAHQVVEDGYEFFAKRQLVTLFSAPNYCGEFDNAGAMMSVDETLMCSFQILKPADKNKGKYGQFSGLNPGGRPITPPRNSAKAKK
# * = called active by the depositor; . = not tested or not shown; & = joins results of further samples. These rows are one share of the data. The share of hits here may be higher or lower than overall.
SMILES,core dimer inh,PP5 inh,PREPL inhibitor,TPT1 inh,LYPLA2 inh,Fh CTSL1 inh,Efflux pump inh,JMJD2C inh,PP1 inh
COC(=O)[C@H](C)NC(=O)Nc1cccc(C)c1,-7,1.4,-7,-3,4,-2,-0.1,1,-1
COc1ccc([N+](=O)[O-])cc1NC(=O)c1ccc(N2C(=O)CCC2=O)cc1,0,1.6,5,-2,3,-4,-0.1,5,-6
Cc1ccc(S(=O)(=O)Nc2ncnc3ccccc23)cc1,-3,0.9,11,2,-1,6,-0.2,8,0
CCCOc1ccccc1C1CC(=O)Nc2cc3c(cc21)OCCO3 (configuration not stated),9,5.7,8,2,0,2,0.2,3,-3
CC1CCCN(C(=O)CSc2cnc3ccccc3n2)C1 (configuration not stated),1,1.5,12,0,-1,-1,-0.2,-18,-7
COc1ccccc1NC(=O)NCCCN1CCN(c2cccc(Cl)c2)CC1,-3,1.9,41,-2,13,0,0.0,-8,2
O=C(Cc1ccc(Cl)cc1)N/N=C/c1cccs1,-3,2.4,-13,1,0,-5,0.6,-3,0
O=C(CCNS(=O)(=O)c1ccc2[nH]c(=O)oc2c1)Nc1cccc(Br)c1,12,-0.3,-10,-1,-5,1,0.0,1,-1
COc1cc(C(=S)N2CCOCC2)ccc1OS(=O)(=O)c1ccccc1[N+](=O)[O-],6,0.4,1,2,4,3,-0.1,3,-4
CN(C)c1ccc(/C=N/N2CCN(Cc3ccccc3Cl)CC2)cc1,-12,1.2,2,0,1,0,-0.1,4,-4
O=C(Nc1ccccn1)NC(C(F)(F)F)C(F)(F)F,-5,1.5,-1,0,3,-1,-0.1,-1,7
Cc1[nH]c2ccccc2c1C1=CN2CCS(=O)(=O)N=C2S1,-2,-2.4,17,5,-8,-6,0.3,-4,1
CC(NC(=S)Nc1ccccc1OC(F)F)C(C)(C)C (configuration not stated),-5,0.7,3,-2,-4,-4,1.2,3,5
O=C(Nc1cccc2cccnc12)c1ccc(Br)o1,-2,0.8,0,0,-4,-1,-0.1,-1,-3
CC1=C(C(=O)Nc2ccc(CC(=O)NCc3ccc(OC(C)C)cc3)cc2)SCCO1,30,0.2,-6,0,6,-5,0.0,0,-2
Cc1ccc2nc3c(cc(C#N)c(=O)n3-c3nccs3)c(=O)n2c1,6,2.6,3,-3,-4,2,0.3,6,0
CN(C)c1cc(N)c2ccccc2n1 (tested in a mixture with another compound),-4,2.4,11,-1,3,-3,0.1,0,0
Cc1ccsc1C(=O)Nc1cc(C(C)(C)C)nn1-c1ccccc1,2,3.5,9,7,-2,-4,0.7,-7,-2
CC1CCN(C(=O)c2cccc(S(=O)(=O)N3CCN(c4ccccc4)CC3)c2)CC1,-1,-0.2,-88,0,4,3,0.0,2,-1
COc1ccc2c(c1)OC13CCN(C)CC1C2C(C(=O)c1ccc(F)cc1)C(=O)N3 (configuration not stated),-20,0.6,1,-3,0,1,-0.2,-2,2
COc1ccc(-c2[nH]ncc2CN(C)Cc2cc(C)[nH]n2)c(F)c1,1,3.7,-8,-8,-6,2,0.3,35,-5
COc1ccc(Br)cc1S(=O)(=O)NCc1ccccn1,1,-5.2,1,1,-1,4,0.1,4,-1
CC1CCCCN1CC(O)COCc1ccc(Cl)cc1 (configuration not stated),0,-2.1,7,1,-6,-3,0.3,6,5
COc1ccc(-c2csc(NC(C)c3nc4cc(C(F)(F)F)ccc4n3CCOCCO)n2)cc1 (configuration not stated),0,7.9,31,1,-4,-2,.,8,3
COC(=O)c1c(NC(=O)Cc2ccccc2)sc2c1C(C(=O)OC)CC2 (configuration not stated),1,0.3,4,-3,8,1,0.2,-15,2
# Further results:
SMILES,core dimer inh,PP5 inh,PREPL inhibitor,TPT1 inh,LYPLA2 inh,Fh CTSL1 inh,Efflux pump inh,JMJD2C inh,PP1 inh
COc1cc(NC(=O)c2ccc(F)cc2)c(OC)cc1NC(=O)CN1CCOCC1,-1,3.3,14,5,-1,3,0.0,10,0
CCOCCCN(Cc1ccco1)S(=O)(=O)c1csc(C(N)=O)c1,-2,0.3,-3,-1,-2,-3,-0.1,4,2
CCS(=O)(=O)n1nc(-c2ccccc2)nc1SCc1ccccc1,4,1.6,4,-2,-3,1,0.0,-11,1
O=[N+]([O-])c1ccc(Sc2nccn2Cc2ccccc2)cc1,-2,4.0,-5,1,15,0,0.1,11,1
CCc1cccc(NC(=O)C2CCCN2C(=O)Nc2ccc(C)cc2)c1 (configuration not stated),7,2.0,1,0,10,2,-0.1,0,-1
CCOC(=O)c1cc(-c2ccc(F)cc2)n(CC(=O)N2CCCC2)c1C,-6,2.7,23,-6,13,2,-0.1,-2,0
C=CCNC(=O)/C(C#N)=C\c1cc(Cl)c(O)c(OCC)c1,-9,-1.1,-4,25*,0,2,-0.2,9,1
O=C(NCc1ccccc1Cl)c1cccc(C(F)(F)F)c1,-11,4.7,13,-4,5,4,0.7,7,2
O=c1c2ccccc2[nH]c(=S)n1CCN1CCN(Cc2ccccc2)CC1,2,-4.4,-4,2,12,-1,0.0,-1,-2
CC(=O)N1CC(C)Oc2ccc(S(=O)(=O)NC(CC(=O)O)c3ccc(C)cc3C)cc21 (configuration not stated),-3,-3.6,17,1,-4,3,-0.1,-4,-7
Cc1ccc(NC(=S)N2CCCC(CO)C2)c(C)c1 (configuration not stated),-2,-0.4,-3,-1,5,-1,-0.2,5,-1
CCn1c(CC(=O)Nc2ccccc2F)nnc1SCC(=O)N1CCN(c2ccccc2)CC1,2,1.0,-3,1,0,1,0.0,-6&-2,-2
COc1ccc(-c2cc(C(=O)N(C)Cc3ccc(F)cc3)c3ccccc3n2)cc1OC,10,4.7,-7,0,-6,2,0.4,5,0
CCOC(=O)CN1CC23C=CC(O2)C(C(=O)NC2CCCCCC2)C3C1=O (configuration not stated),5,-0.5,1,-2,-1,2,0.0,21,-1
CCOc1ccc(C(=O)NCC(=O)N2CCCCCCC2)cc1OCC,6,-1.6,0,-1,-1,1,0.0,0,-4
COc1ccc(C2=NN(C(=O)CCCC(=O)O)C(c3cn(-c4ccccc4)nc3-c3ccccc3)C2)cc1 (configuration not stated),25,0.6,9,0,-4,3,-0.2,0,29*
CCC(=O)N1CCCc2cc(S(=O)(=O)N3CCN(c4ccccn4)CC3)ccc21,-2,1.0,-62,-3,0,-3,-0.1,26,1
CCN1CCN(C(=O)c2ccc3c(c2)S(=O)(=O)c2ccccc2C3=O)CC1,4,1.4,-8,-1,40*,-2,0.0,-3,1
CCc1n(CC(O)COC2CCCCC2)c2ccccc2[n+]1C (configuration not stated),9,-2.9,20,0,5,1,0.2,-14,1
CSc1ccccc1C(=O)C1CCCN(Cc2c(C)n(C)n(-c3ccccc3)c2=O)C1 (configuration not stated),2,0.2,4,-1,2,-3,-0.1,1,-6
CCCCCCc1c(O)nc(SCC(=O)O)[nH]c1=O,-5,-1.6,2,1,-1,-1,-0.1,11,-1
CCOc1ccc(NC(=S)NC(=O)/C=C/c2ccc(OC)cc2)c([N+](=O)[O-])c1,48*,2.0,-4,2,3,2,0.1,9,2
COc1ccc([C@@H]2CC=C(C(=O)O)[C@H](c3ccccc3F)N2S(=O)(=O)c2ccccc2C)cc1,7,-0.9,3,2,-7,2,0.1,2,0
OC(COc1ccc(OCC(O)CN2CCN(Cc3ccccc3)CC2)cc1)CN1CCN(Cc2ccccc2)CC1 (configuration not stated),-3,-0.2,22,2,7,2,0.1,-3,-2
O=C(COc1ccccc1F)Nc1ccc2c(c1)OCCO2,11,1.1,-1,1,3,-3,0.2,-2,5

# Arranged by heavy-atom count (falling): 4 of the compounds above.
SMILES,core dimer inh,PP5 inh,PREPL inhibitor,TPT1 inh,LYPLA2 inh,Fh CTSL1 inh,Efflux pump inh,JMJD2C inh,PP1 inh
CCOc1ccc(NC(=S)NC(=O)/C=C/c2ccc(OC)cc2)c([N+](=O)[O-])c1,48*,2.0,-4,2,3,2,0.1,9,2
CCOCCCN(Cc1ccco1)S(=O)(=O)c1csc(C(N)=O)c1,-2,0.3,-3,-1,-2,-3,-0.1,4,2
CC1CCCCN1CC(O)COCc1ccc(Cl)cc1 (configuration not stated),0,-2.1,7,1,-6,-3,0.3,6,5
Cc1ccc(NC(=S)N2CCCC(CO)C2)c(C)c1 (configuration not stated),-2,-0.4,-3,-1,5,-1,-0.2,5,-1

# Carrying on.
SMILES,core dimer inh,PP5 inh,PREPL inhibitor,TPT1 inh,LYPLA2 inh,Fh CTSL1 inh,Efflux pump inh,JMJD2C inh,PP1 inh
O=C(c1ccc(F)cc1)N1CCC(N2CCCCCC2)CC1,1,2.1,-2,-5,5,-4,0.0,-3,-1
CC(=O)COc1ccc2c(-c3ccccc3)cc(=O)oc2c1,2,-0.6,-3,-2,11,0,0.4,3,1
CCOC(=O)N1CCN(C(=O)CCN2C(=O)/C(=C\c3cccc(OC)c3)SC2=S)CC1,6,0.3,16,-3,4,-5,0.1,8,1
CCN(CC)CCn1c(NC(=O)c2ccc(C(F)(F)F)cc2)nc2ccccc21,3,-1.1,6,0,-10,4,0.1,-10,-1
CCN(CC)C(=O)CSc1nnc(COc2ccccc2)n1CC,2,2.3,-2,-3,2,-2,0.0,16,4
COc1cccc(CNCC(O)COc2ccc(C(=O)c3ccccc3)cc2)c1 (configuration not stated),3,3.0,-15,-4,5,-1,0.2,-9,-3
CC1Oc2ccccc2N(CC(=O)NCc2ccc3c(c2)OCO3)C1=O (configuration not stated),1,-0.3,-3,-7,6,0,-0.1,-2,-1
CC(=O)Nc1nc(C)c(S(N)(=O)=O)s1,-3,1.5,-5,-2,10,-2,-0.1,31,-3
COc1ccc(CCNC(=O)c2cccc(NC3=NC4CS(=O)(=O)CC4S3)c2)c(OC)c1 (configuration not stated),1,-0.9,10,-4,-5,-1,-0.1,-24,-3
CCC(=O)N(Cc1cc(=O)[nH]c2ccccc12)c1cccc(C)c1,18,-1.8,11,-4,12,1,0.0,1,2

# Whole records from above. Order of screens: core dimer inh, PP5 inh, PREPL inhibitor, TPT1 inh, LYPLA2 inh, Fh CTSL1 inh, Efflux pump inh, JMJD2C inh, PP1 inh
# Profile of COc1ccc(CCNC(=O)c2cccc(NC3=NC4CS(=O)(=O)CC4S3)c2)c(OC)c1 (configuration not stated) → 1, -0.9, 10, -4, -5, -1, -0.1, -24, -3
# Profile of CC(=O)COc1ccc2c(-c3ccccc3)cc(=O)oc2c1 → 2, -0.6, -3, -2, 11, 0, 0.4, 3, 1

# Copied from the list:
# `Cc1ccc2nc3c(cc(C#N)c(=O)n3-c3nccs3)c(=O)n2c1` – PP1 inh = 0
# `CCS(=O)(=O)n1nc(-c2ccccc2)nc1SCc1ccccc1` – core dimer inh = 4
# `CC1Oc2ccccc2N(CC(=O)NCc2ccc3c(c2)OCO3)C1=O` (configuration not stated) – PREPL inhibitor = -3
